# Source: PubChem
# mIAP block = inhibitors of mouse IAP, primary screen, biochemical, luminescence, uHTS; inhibition, % at 10 µM; purified mouse IAP, CDP-Star luminescence, 30 min; intestinal alkaline phosphatase [Mus musculus]; 330,000 compounds, 0.2% hits;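 active = inhibition of at least 40% at 10 µM in the primary screen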;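 note: plate controls were DMSO with enzyme for no effect and no enzyme wells for full effect; values of inactives mirror those of a sister screen read the other way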
# A3G deaminase = APOBEC3G DNA deaminase inhibitors, primary screen, biochemical, fluorescence, single-stranded DNA substrate, uHTS. recombinant A3G, ssDNA deamination FAM/TAMRA fluorescence. inhibition, % at 20 µM. 330,000 compounds, 0.28% hits. AID 493012, 2011;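 active = inhibition of at least 40% at 20 µM, with no more than 30% in the related APOBEC3A deaminase screen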;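 note: plate controls were DMSO wells with A3G for no effect and wells lacking A3G enzyme for full effect; some compounds called inactive have numbers as strong as hits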
# Target sequence (Q9HC16 whole entry, looked up): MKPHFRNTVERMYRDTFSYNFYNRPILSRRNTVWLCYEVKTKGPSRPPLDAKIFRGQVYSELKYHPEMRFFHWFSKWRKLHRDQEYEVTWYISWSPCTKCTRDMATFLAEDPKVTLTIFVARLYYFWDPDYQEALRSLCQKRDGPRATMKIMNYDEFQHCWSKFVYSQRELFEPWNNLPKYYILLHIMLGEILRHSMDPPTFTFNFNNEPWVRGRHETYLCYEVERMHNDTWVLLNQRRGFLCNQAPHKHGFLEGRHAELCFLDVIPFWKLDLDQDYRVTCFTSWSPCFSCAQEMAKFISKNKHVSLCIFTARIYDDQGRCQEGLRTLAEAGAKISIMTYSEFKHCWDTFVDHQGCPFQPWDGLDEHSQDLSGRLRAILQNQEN
# beta cell repl = inducers of MIN6 beta-cell proliferation, primary screen, ATP luminescence, uHTS. 330,000 compounds, 0.29% hits. proliferation, % at 10 µM. MIN6 cells proliferation, ATPlite luminescence, 48 h; cells starved in 0.2% serum; 100% = growth in 10% serum;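 active = compounds whose signal lies at least 3.5 SD above the mean of all wells on their plate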;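 note: 0% = DMSO-treated cells in low-serum medium and 100% = 10% serum control; some compounds called inactive have numbers as strong as hits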
# A3A deaminase = APOBEC3A ssDNA deaminase inhibitors, primary screen, selectivity assay for APOBEC3G inhibitor project, biochemical, FAM/TAMRA oligo cleavage fluorescence; DNA dC->dU-editing enzyme APOBEC-3A (Homo sapiens), P31941; recombinant A3A, FAM/TAMRA ssDNA deamination fluorescence; inhibition, % at 20 µM; 330,000 compounds, 0.41% hits; AID 493011, 2011;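 active = at least 40% inhibition at 20 µM here, with at most 30% in a related deaminase screen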;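 note: plate controls were A3A with DMSO for no effect and wells lacking A3A enzyme for full effect; some results filed as inactive read as strong as hits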
# mIAP activ = activators of mouse IAP, primary screen, biochemical, luminescence, uHTS. intestinal alkaline phosphatase [Mus musculus]. muIAP, CDP-Star luminescence, 30 min; stronger effect = higher value; 1 = vehicle-only enzyme signal, 0 = enzyme-free wells. activation factor at 10 µM. 330,000 compounds, 0.24% hits. AID 2805, 2010;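 active = activation factor of at least 2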; note: the source names both 10 and 20 µM as test concentration; values of inactives mirror those of a sister screen read the other way
#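 Assay system: mouse IAP enzyme; reagent: chemiluminescent substrate CDP-Star; dosing: test compounds delivered from DMSO solution; schedule: 30 min at room temperature; measured by: luminescence from enzymatic CDP-Star hydrolysis; controls: DMSO-only wells and no-enzyme negative control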
# hIAP activ = human IAP activators, primary screen, biochemical, luminescence, uHTS; Intestinal-type alkaline phosphatase (Homo sapiens), P09923; purified human IAP, CDP-Star luminescence, 30 min; stronger effect = higher value; 1 = vehicle-only enzyme, 0 = enzyme-free background; activation factor at 10 µM; 330,000 compounds, 0.16% hits;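 active = activation factor of the enzyme at least 2-fold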; note: the source names both 10 and 20 µM as test concentration; values of inactives mirror those of a sister screen read the other way
# Target sequence (P09923 whole entry, looked up): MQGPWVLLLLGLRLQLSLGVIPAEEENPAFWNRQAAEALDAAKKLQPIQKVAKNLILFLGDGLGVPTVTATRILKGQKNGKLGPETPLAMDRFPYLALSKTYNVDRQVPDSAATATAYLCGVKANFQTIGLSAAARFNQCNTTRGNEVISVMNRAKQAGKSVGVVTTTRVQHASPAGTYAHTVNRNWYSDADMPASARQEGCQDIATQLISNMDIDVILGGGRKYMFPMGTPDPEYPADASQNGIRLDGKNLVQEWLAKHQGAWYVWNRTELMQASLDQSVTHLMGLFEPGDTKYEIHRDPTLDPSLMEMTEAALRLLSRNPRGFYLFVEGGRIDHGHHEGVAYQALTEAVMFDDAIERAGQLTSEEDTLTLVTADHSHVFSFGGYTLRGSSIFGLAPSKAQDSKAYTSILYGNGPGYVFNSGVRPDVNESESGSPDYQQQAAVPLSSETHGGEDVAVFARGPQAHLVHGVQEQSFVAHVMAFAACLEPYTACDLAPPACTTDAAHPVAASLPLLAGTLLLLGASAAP
# hIAP block = human IAP inhibitors, primary screen, biochemical, luminescence, uHTS | purified IAP, CDP-Star luminescence, 30 min | inhibition, % at 10 µM | 330,000 compounds, 0.12% hits | AID 2544, 2010;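 active = inhibition reaching a set limit with compound at 10 µM in the primary screen, cut at about 35% in these data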;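 note: plate controls were DMSO wells with enzyme for no effect and no-enzyme buffer wells for full effect; values of inactives mirror those of a sister screen read the other way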
# GRIN3A LBD mod = binders of NR3A ligand-binding domain, primary screen, biophysical, differential scanning fluorimetry, uHTS; 340,000 compounds, 2.5% hits; Tm shift relative to glycine control, % at 25 µM; NR3A LBD differential scanning fluorimetry, Tm shift; 0% = protein alone, 100% = glycine-bound protein; Glutamate receptor ionotropic, NMDA 3A (GRIN3A) ligand-binding domain; AID 1259313, 2017;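 active = melting temperature shift of at least 10% of the positive control shift, at one fixed dose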
# MPTP inh = mitochondrial permeability transition pore inhibitors, primary screen, biochemical, isolated mouse mitochondria, absorbance | Ca2+ swelling absorbance, 30 min | inhibition, % at 10 µM | 360,000 compounds, 1.4% hits;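 active = inhibition of 50% or more, scaled per plate between neutral and stimulator controls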;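 note: 0% = DMSO wells given calcium and 100% = 1 mM EGTA wells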
# Numbers without * were called inactive; . = no result given.
SMILES,mIAP block,A3G deaminase,beta cell repl,A3A deaminase,mIAP activ,hIAP activ,hIAP block,GRIN3A LBD mod,MPTP inh
O=[n+]1c2c(n([O-])c3cc(F)c(F)cc31)CCCC2,8,-2,-1,1,0.92,0.97,2,3,-1.3
Cc1nc(-n2cc(F)c(=O)[nH]c2=O)c2nc(C)oc2n1,12,-7,-4,-4,0.88,0.85,15,1,-0.7
Cc1sc2ncn(CC(=O)NCC3COc4ccccc4O3)c(=O)c2c1S(=O)(=O)N1CCCCC1 (stereo unspecified),5,-11,0,-2,0.95,1.1,-8,-2,0.0
COc1ccc(CCNC(=O)C2CCN(S(=O)(=O)N3CC(C)CC(C)C3)CC2)cc1OC (stereo unspecified),-13,0,-1,1,1.1,1.4,-37,-3,-0.4
CCOc1ccc(NC(=O)CN(C)CC(=O)Nc2ccccc2C#N)cc1OCC,-11,-3,-3,2,1.1,1.1,-11,5,-0.4
COc1cccc(-c2cc(C(=O)Nc3ccccc3SC)no2)c1,4,-6,-2,-5,0.96,1,-2,1,-2.2
CCOC(=O)C1=C(COC(=O)CSc2ccc(Br)cc2)NC(=O)NC1C (stereo unspecified),-1,0,3,5,1,1.1,-6,-4,-1.0
CNCCCCOc1ccccc1-c1ccccc1,-3,-9,0,-3,1,1,-2,0,1.4
CC(C)Cn1c(-c2ccncc2)n[nH]c1=S,-3,11,1,0,1,0.96,4,0,-2.0
CCCn1c(N)c(Sc2ccc(C)cc2)c(=O)n(CCC)c1=O,-2,-9,2,0,1,1.1,-6,-1,0.3
Cc1ccc(/C=N/N2C(=S)SC(C)(C)C2N(O)C(=O)Nc2ccc([N+](=O)[O-])cc2)cc1 (stereo unspecified),18,-3,-3,0,0.82,0.94,6,12*,91*
Cc1ccccc1NC(=O)COC(=O)c1n[nH]c(=O)c2ccccc12,0,-10,1,-3,1,1.1,-5,-1,-2.3
CCOc1ccc(S(=O)(=O)Oc2ccc3ccccc3c2)cc1,-4,-2,-4,-2,1,0.85,15,6,2.0
CCc1ccc(CNC(=O)C(=O)NCCc2ccc(OC)c(OC)c2)cc1,11,-3,0,2,0.89,1,0,6,1.3
COc1cc(/C=N/N=C(N)N)ccc1OCc1ccccc1Cl,3,-4,-6,0,0.97,1,-1,3,-2.7
Cc1ccc(C)c(NC(=S)/C(=C(\[O-])c2ccc(Cl)s2)[n+]2ccccc2)c1,17,-10,-4,4,0.83,0.9,10,0,-0.5
CC(=O)NC1=NN(C(C)=O)C(C)(c2cccc([N+](=O)[O-])c2)S1 (stereo unspecified),1,-5,-3,-5,0.99,0.92,8,0,0.0
CC(=O)Nc1ccc(S(=O)(=O)NNC(=O)COc2cccc3ccccc23)cc1,13,-4,0,-2,0.87,0.87,13,1,0.1
COC(=O)c1ccc(/C=C/C(=O)OCC(=O)c2ccc[nH]2)cc1,5,2,-1,-2,0.95,1.2,-21,5,-0.5
OCCCNC(=S)Nc1ccc(Nc2ccccc2)cc1,0,-2,-3,3,1,0.93,7,-15,-0.7
CCc1c(C(=O)OC)nnc2cc(C)nn12,-6,-4,-3,1,1.1,1.1,-5,-3,-2.1
CCOc1cc(-n2ncc(C#N)c2N)nc(SC)n1,9,-5,4,-5,0.91,1,-3,3,-0.3
CNC(=S)N1CCc2cc(OC)c(OC)cc2C1COc1ccc(OC)cc1 (stereo unspecified),-1,4,1,3,1,0.94,6,4,-1.9
CC1CCCN(S(=O)(=O)c2ccc(NC(=O)CCN3C(=O)c4ccccc4C3=O)cc2)C1 (stereo unspecified),-14,-5,-1,-3,1.1,1.1,-5,-9,-0.7
O=C(Oc1ccc[nH]c1=O)c1cc([N+](=O)[O-])cc([N+](=O)[O-])c1,2,10,-4,4,0.98,0.91,9,5,1.5
CCCNC(=O)c1ccc(SCC(=O)N(CC)CC)c([N+](=O)[O-])c1,2,-1,-1,-5,0.98,0.97,3,-1,-0.5
CCC(C)(C(=O)NC1CCCCC1)N(Cc1ccco1)C(=O)c1cnccn1 (stereo unspecified),4,-5,-4,-3,0.96,1.1,-11,0,0.7
O=C(C1CC1(c1ccccc1)c1ccccc1)N1CCOCC1 (stereo unspecified),4,-3,2,3,0.96,1,-4,0,-1.2
CN1c2ccccc2C(O)=C(C(=S)Nc2ccc(Cl)cc2)S1(=O)=O,-2,-2,-4,0,1,1.1,-10,28*,34
COc1ccc(C)cc1N(CC(=O)N1CCCC1)S(=O)(=O)c1ccccc1,-1,7,0,-1,1,1.2,-19,1,-0.1
CCN(CC)CCN(C(=O)CCS(=O)(=O)c1ccccc1)c1nc2c(C)cc(C)cc2s1,3,-8,-6,-4,0.97,1.1,-7,2,1.2
CN(C(=O)COC(=O)Cc1c(F)cccc1Cl)c1c(N)n(Cc2ccccc2)c(=O)[nH]c1=O,-2,-5,2,2,1,1,-2,1,-0.4
COc1ccc(OC)c(NC(=O)[C@@]2(CC(=O)O)CC(/C=C/c3ccccc3)=NO2)c1,5,-8,1,2,0.95,1,-1,0,-0.1
S=c1[nH]c2ccc(Cc3ccc4[nH]c(=S)[nH]c4c3)cc2[nH]1,5,30,-5,-9,0.95,0.84,16,-3,-0.7
O=[N+]([O-])c1ccc(Cn2cc(-c3cccc(C(F)(F)F)c3)nn2)cc1,2,-14,-4,-3,0.98,1.1,-5,-4,2.2
Cc1ccc(CNc2ncc(-c3ccc4c(c3)OCO4)n2C)cc1,6,-5,-4,-1,0.94,1.2,-19,3,3.6
C=CCOc1cccc(C2/C(=C(\O)c3ccc(F)cc3)C(=O)C(=O)N2CCN(C)C)c1 (stereo unspecified),4,-5,-1,-3,0.96,1,0,0,-1.5
COc1ccc(C2CC(=O)N(C)c3ccccc3S2)cc1OC (stereo unspecified),0,-3,0,0,1,0.88,12,-4,1.0
CCC(C(=O)NCc1ccco1)n1nc(C)n2c(cc3occc32)c1=O (stereo unspecified),3,1,-4,-2,0.97,1.2,-21,-1,0.0
CCC(c1nnnn1CCc1ccccc1)N(Cc1ccco1)Cc1cc2cccc(C)c2[nH]c1=O (stereo unspecified),10,-10,-4,-3,0.9,1.1,-7,2,4.4
CCCC(NC(=O)CCl)c1ccccc1 (stereo unspecified),-1,-1,-2,1,1,1,-4,0,-0.7
O=C(CCN1C(=O)C2C3C=CC(C3)C2C1=O)Nc1ccccn1 (stereo unspecified),0,-5,2,-2,1,1,0,0,2.0
CCN(CC)c1ccc(NC(=S)NC(=O)c2cccs2)cc1,19,-9,-6,-4,0.81,0.94,6,-9,0.0
O=C(c1ccc(F)cc1)N1CCC(O)(c2cccnc2)CC1,-9,3,-1,1,1.1,0.93,8,0,-0.4
CCC(CC)C(=O)NCCCCc1ccccc1,-1,-8,2,-5,1,1,-3,-3,0.0
CC(C)[C@H]1COC(NC2=N[C@@H](C(C)C)CO2)=N1,-10,-9,1,-3,1.1,1.4,-40,2,0.1
Cn1c(SCC(=O)NNC(=S)Nc2ccccc2)nnc1-c1ccncc1,2,4,-1,2,0.98,1.5,-50,.,.
O=C(COC(=O)c1ccc(CO)cc1)c1ccc(S(=O)(=O)N2CCCCC2)cc1,3,7,-2,1,0.97,1,-1,4,-0.1
CN(C)/C=C/C(=O)c1cnc(-c2ccccn2)s1,1,-3,-2,5,0.99,0.85,14,0,-2.2
Cc1cc2nc(-c3cc(N4CCOCC4)ccc3[N+](=O)[O-])ccn2n1,15,-2,-1,2,0.85,0.95,5,-1,-2.7
Cc1ccc(O)c(C2=Nc3ccccc3N=C(c3cccc([N+](=O)[O-])c3)C2)c1,3,-6,-5,-3,0.97,1.1,-7,-9,1.7
Cn1cccc1C(=O)C(=O)Nc1ccc(F)c(F)c1,-8,-8,1,-4,1.1,0.98,2,2,-0.4
COc1ccc(NS(=O)(=O)c2ccc(C)c(C(=O)NCC(c3ccco3)N3CCCCC3)c2)cc1 (stereo unspecified),-2,-9,2,-2,1,1.1,-7,0,0.0
COc1ccc(CCNC(=O)CN(c2ccccc2)S(C)(=O)=O)cc1,-5,-3,-2,-1,1,1.1,-9,-1,-1.8
CCn1c(O)c(/C=C2\C=Nc3ccccc32)sc1=Nc1ccccc1,3,3,-4,1,0.97,0.81,20,12*,53*
CC(C)C(NC(=O)c1ccco1)C(=O)NCc1ccc(C(=O)O)cc1 (stereo unspecified),0,-5,0,1,1,0.92,8,1,1.1
COc1cccc(CC2(CO)CCN(Cc3cnc(-c4cccc(C)c4)nc3)CC2)c1,2,-3,-3,1,0.97,1.1,-10,-8,4.4
Cc1ccc(C(=O)Nc2ccc3cn[nH]c3c2)cc1S(=O)(=O)N1CCOCC1,-7,-1,-3,4,1.1,1.1,-7,1,1.7
O=C(Nc1nc(-c2ccco2)c(-c2ccco2)s1)c1ccco1,64*,42,1,54,0.36,0.97,3,-3,-0.7
Nc1cc(=O)[nH]c(SCC(=O)Nc2ccc(S(=O)(=O)N3CCCCC3)cc2)n1,-11,-5,-1,0,1.1,1.1,-11,-2,-1.0

# (list continues)
SMILES,mIAP block,A3G deaminase,beta cell repl,A3A deaminase,mIAP activ,hIAP activ,hIAP block,GRIN3A LBD mod,MPTP inh
O=C(Nn1c(C2CC2)nc2ccccc2c1=O)c1ccco1,0,-3,-2,-1,1,0.91,9,-1,0.7
Cc1cccc(N2C(=O)SC(SC(=Nc3ccccc3)Nc3ccccc3)C2=O)c1 (stereo unspecified),20,-2,-2,0,0.8,1,-4,3,-0.6
CC(C)(C)CN1CCNC(=O)C1CC(=O)NCc1cccc(-n2cccn2)c1 (stereo unspecified),0,-6,3,-4,1,0.96,4,0,-0.1
Cc1noc(C)c1COC(=O)Cn1c(C)nc2ccccc21,34,4,-3,4,0.66,1.1,-15,1,8.6
COc1ccc(OC)c(CCNC(=O)CCc2nnc3ccc(N4CCCC4)nn23)c1,-7,-1,2,-2,1.1,1,-4,1,-1.5
O=S1(=O)CCC(NC(=S)SCCOc2ccccc2)C1 (stereo unspecified),4,-5,-2,3,0.96,0.87,13,0,-2.5
Cc1ccc(S(=O)(=O)NCC(c2ccco2)N2CCc3ccccc32)cc1 (stereo unspecified),-6,-9,-3,-2,1.1,0.81,18,15*,-0.1

# Sorted by length of the SMILES (low to high): some entries from above
SMILES,mIAP block,A3G deaminase,beta cell repl,A3A deaminase,mIAP activ,hIAP activ,hIAP block,GRIN3A LBD mod,MPTP inh
O=C(Nn1c(C2CC2)nc2ccccc2c1=O)c1ccco1,0,-3,-2,-1,1,0.91,9,-1,0.7
CC(C)(C)CN1CCNC(=O)C1CC(=O)NCc1cccc(-n2cccn2)c1 (stereo unspecified),0,-6,3,-4,1,0.96,4,0,-0.1
COc1ccc(OC)c(CCNC(=O)CCc2nnc3ccc(N4CCCC4)nn23)c1,-7,-1,2,-2,1.1,1,-4,1,-1.5
